High-throughput results deposited in PubChem by National Center for Advancing Translational Sciences (NCATS).
Tau FP inhib – inhibitors of human tau fibril formation; P10636; Potency, µM (titrated, usually from 57.7 µM), inactives show top-dose activity, negative = inhibition, most hits filed as inhibitors; K18 P301L tau heparin fibrillization, Alexa594 FP, 6 h; 280,000 tested, 0.39% active; further: nearly all actives have a fitted effect of over 55% in size
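Steps: dispense K18 P301L tau (15 uM plus 0.24 uM Alexa 594 tracer, final) in pH 7 sodium acetate; add compound; add heparin (20 uM final); incubate 6 hr, 37 C; add ThT (30 uM final); after 1 hr ambient, read FP.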
Tau fibril ThT – blocks human tau fibril formation measured by thioflavin T | P10636 | 270,000 tested, 2.1% active | Potency, µM (titrated, usually from 57.4 µM), without a hit: at the highest dose activity, negative = inhibition, actives largely listed as inhibitors | recombinant tau K18 P301L, heparin-induced fibrillization, ThT fluorescence; further: nearly all actives have a fitted effect of over 55% in size
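Fibril formation assay: tau K18 P301L at 15 uM with trace Alexa 594 label, heparin inducer 20 uM, pH 7 sodium acetate buffer, 37 C for 6 hr; endpoint ThT signal.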
TRb SRC2 PPI – inhibitors of human thyroid hormone receptor beta-SRC2 interaction; Potency, µM (doses to about 106 µM), for inactives: top-dose activity change, negative = inhibition, usual class: inhibitors; AID 1469; P10828; TRbeta-SRC2 peptide binding, fluorescence polarization; receptor liganded with 1 µM T3; 280,000 tested, 0.065% active;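 further: plate controls were bound peptide for no effect and peptide without receptor for full effect; nearly all actives have a fitted effect of over 50% in size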
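Each compound concentration gave % activity, normalized to unbound and bound Texas Red SRC2 controls, from polarization read after 5 hr ambient incubation with T3-loaded human TRb LBD.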
JMJD2E inh – blocks human JMJD2E demethylase activity; JMJD2E catalytic domain, FDH-coupled NADH fluorescence (FDH is formaldehyde dehydrogenase); Potency, µM (highest dose often 57.1 µM), without a hit: top-dose activity change, negative = inhibition, most hits filed as inhibitors; 230,000 tested, 1.6% active; AID 2147; active means well fitted inhibition curve with a large enough effect, not every such curve was filed as active; inconclusive means small, poorly fitted or top-dose-only effect, or another doubt; inactive means no such curve, though single readings can be large or run the other way;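 further: 0% = wells with enzyme and -100% = buffer wells without enzyme; nearly all actives have a fitted effect of over 50% in size; many of its hits are not listed in these tables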
TexasRed fluor – alters Texas Red total fluorescence, flagging assay interference | TRb/SRC2 Texas Red total fluorescence interference | Potency, µM (doses to about 106 µM), for inactives: at the top dose fluorescence change, negative = quenching | 280,000 tested, 0.29% active | AID 1479; active means well fitted curve in either direction with a large enough effect; inconclusive means small, poorly fitted or top-dose-only effect
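Human TRβ ligand-binding domain (0.6 uM) and Texas Red SRC2 peptide (20 nM) in Tris buffer with 1 uM T3 and 5% DMSO were incubated with pinned compound for 5 hr at ambient temperature. Total fluorescence was computed as S + 2P (555/632 nm).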
RECQ1 helicase – inhibitors of human RECQ1 DNA helicase | Potency, µM (doses to about 57.3 µM), for the others: top-dose activity, negative = inhibition, actives largely listed as inhibitors | RECQ1 DNA unwinding, red fluorescence kinetic read | P46063 | 240,000 tested, 0.54% active;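 further: plate controls were vehicle for no effect and no enzyme for full effect; nearly all actives have a fitted effect of over 30% in size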
Target sequence (P46063 whole entry, looked up): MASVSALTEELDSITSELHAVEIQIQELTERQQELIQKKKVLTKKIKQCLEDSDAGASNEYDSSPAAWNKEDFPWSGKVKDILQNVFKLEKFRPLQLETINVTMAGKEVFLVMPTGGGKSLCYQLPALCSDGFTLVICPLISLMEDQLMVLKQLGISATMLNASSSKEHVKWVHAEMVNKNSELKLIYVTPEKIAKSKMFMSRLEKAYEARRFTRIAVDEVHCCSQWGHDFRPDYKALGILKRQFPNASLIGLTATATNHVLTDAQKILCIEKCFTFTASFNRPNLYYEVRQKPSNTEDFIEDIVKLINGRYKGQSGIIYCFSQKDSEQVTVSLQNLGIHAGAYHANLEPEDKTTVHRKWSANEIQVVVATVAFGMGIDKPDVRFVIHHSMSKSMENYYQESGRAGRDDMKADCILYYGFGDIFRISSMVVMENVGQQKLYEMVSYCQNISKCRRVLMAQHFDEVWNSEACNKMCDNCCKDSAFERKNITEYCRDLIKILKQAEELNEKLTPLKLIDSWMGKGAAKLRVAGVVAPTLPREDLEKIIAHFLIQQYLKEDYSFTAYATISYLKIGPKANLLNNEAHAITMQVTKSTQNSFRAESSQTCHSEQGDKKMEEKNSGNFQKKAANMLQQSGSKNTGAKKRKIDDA
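50 nM RECQ1T1 preincubated 15 min with compound in Tris pH 8.0 buffer with MgCl2, DTT, Tween-20 and 2.5 ug/ml poly(dI-dC); started with 200 nM TAMRA/BHQ-2 forked duplex and 2 mM ATP. Unwinding read as fluorescence (525/598 nm), two reads 2 h apart.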
GoLoco inh red – RGS12 GoLoco-Gai1 interaction inhibition. P63096. Gai1:RGS12 GoLoco peptide FP, rhodamine, 10 min. Potency, µM (doses to about 61.6 µM), without a hit: at the highest dose activity, negative = inhibition, hits mostly inhibitors. 230,000 tested, 0.44% active. AID 880; active means well fitted inhibition curve with a large enough effect, not every such curve was filed as active; inactive means no such curve, though single readings can be large or run the other way; further: nearly all actives have a fitted effect of over 30% in size; many of its hits are not listed in these tables
Target sequence (P63096 whole entry, looked up): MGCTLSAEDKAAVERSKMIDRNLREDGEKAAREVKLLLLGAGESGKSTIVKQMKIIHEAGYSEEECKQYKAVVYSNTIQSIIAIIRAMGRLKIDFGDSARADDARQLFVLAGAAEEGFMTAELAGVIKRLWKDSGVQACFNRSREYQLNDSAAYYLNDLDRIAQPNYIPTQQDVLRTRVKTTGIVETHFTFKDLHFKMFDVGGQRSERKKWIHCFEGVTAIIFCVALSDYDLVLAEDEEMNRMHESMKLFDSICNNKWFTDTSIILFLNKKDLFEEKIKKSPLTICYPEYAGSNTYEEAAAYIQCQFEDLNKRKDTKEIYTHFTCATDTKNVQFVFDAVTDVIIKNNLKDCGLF
L3MBTL1 block – inhibitors of human L3MBTL1; Q9Y468; AlphaScreen L3MBTL1–H3K9me1 peptide binding; Potency, µM (top dose mostly 57.1 µM), for the others: at the highest dose activity, negative = inhibition, hits mostly inhibitors; 230,000 tested, 0.66% active; AID 485360; further: nearly all actives have a fitted effect of over 60% in size
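L3MBTL1 50 nM + b-AHA-H3(1-15)K9me1 75 nM, 30 min RT; compound added, 30 min RT; streptavidin donor/Ni-chelate acceptor beads 10 ug/mL each final, 30 min RT dark; AlphaScreen read.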
Starred values were filed as active, the others as inactive; i = inactive; ? = inconclusive; / = no result given; & = joins results of further samples; [ ] = remark or other dose. Unless noted, the call rests on the fitted dose curve; in most records, active means well fitted curve in the direction sought with a large enough effect; inconclusive means small, poorly fitted or top-dose-only effect, or another doubt; inactive means no such curve, though single readings can be large; an effect the other way counts as inactive or inconclusive. Unless noted, on the % scale 0 is the no-effect control and ±100 the full control effect; potency means the concentration at half of the fitted maximal effect. Only part of the results is shown, so the mix of outcomes need not match the whole.

SMILES | Tau FP inhib | Tau fibril ThT | TRb SRC2 PPI | JMJD2E inh | TexasRed fluor | RECQ1 helicase | GoLoco inh red | L3MBTL1 block
CCOc1[nH]n(-c2ccccc2)c(=O)c1C=NCC(=O)OC | 0% | -2% | -4% | 2% | -2% | i | 3% | -13%
O=C(c1ccc(C(F)(F)F)cc1)C1CCCN(Cc2cccn2-c2ncccn2)C1 (centres undefined) | -2% | -1% | 1% | 4% | -2% | -1% | 5% | -16%
O=C(CCCOc1ccc(Cl)cc1Cl)N/N=C/c1ccc(Cl)cc1 | ? | 5% | -3% | 10% | -3% | -4% | 9% | 4%
CCN(CC)c1nn2c(=O)c(C(=O)NCCc3ccccc3C)cnc2s1 | -7% | 0% | -5% | / | ? | / | / | /
CC1CCC(C(=O)NC(C(=O)N2CCN(c3ccccn3)CC2)C(C)C)CC1 (centres undefined) | 1% | -1% | 5% | 0% | -8% | -14% | -6% | 9%
COC(=O)C1(C(=O)OC)C/C=C\Cc2ccccc2[C@@H]1C[N+](=O)[O-] | -14%&-15%&3% | -3%&3%&-4% | 1%&5%&10% | -1%&-10%&15% | -2%&-2%&-3% | i | 9%&4%&6% | /
O=C(COC(=O)COc1ccc2ccccc2c1)NC1CCCc2ccccc21 (centres undefined) | 0% | ? | 2% | -2% | 3% | -8% | 0% | 8%
CCOc1cnc(-c2ccccc2F)o1 | 3% | -3% | 1% | ? | 1% | i | 2% | -5%
O=C(COC(=O)C(Cc1ccccc1)NC(=O)c1ccco1)NC1CC1 (centres undefined) | 2% | 4% | 0% | 0% | -5% | -9% | -1% | /
O=C(Cc1nn[nH]n1)NCc1ccccc1Cl | -1% | 4% | 9% | -8% | 2% | -7% | -9% | ?
O=C(Nc1cccc(Cl)c1)Nc1ccc2c(c1)C(=O)OC2 | -6% | 1% | 0% | 5% | 0% | -1% | -4% | 10%
COc1ccc(C(=O)NC(CC(=O)O)c2cc([N+](=O)[O-])ccc2Cl)cc1 (centres undefined) | 0% | 2% | 7% | -9% | -5% | 6% | -7% | /

A draw from above in order of molecular weight, smallest number first:
SMILES | Tau FP inhib | Tau fibril ThT | TRb SRC2 PPI | JMJD2E inh | TexasRed fluor | RECQ1 helicase | GoLoco inh red | L3MBTL1 block
CCOc1cnc(-c2ccccc2F)o1 | 3% | -3% | 1% | ? | 1% | i | 2% | -5%
CCOc1[nH]n(-c2ccccc2)c(=O)c1C=NCC(=O)OC | 0% | -2% | -4% | 2% | -2% | i | 3% | -13%
COC(=O)C1(C(=O)OC)C/C=C\Cc2ccccc2[C@@H]1C[N+](=O)[O-] | -14%&-15%&3% | -3%&3%&-4% | 1%&5%&10% | -1%&-10%&15% | -2%&-2%&-3% | i | 9%&4%&6% | /
O=C(COC(=O)C(Cc1ccccc1)NC(=O)c1ccco1)NC1CC1 (centres undefined) | 2% | 4% | 0% | 0% | -5% | -9% | -1% | /
COc1ccc(C(=O)NC(CC(=O)O)c2cc([N+](=O)[O-])ccc2Cl)cc1 (centres undefined) | 0% | 2% | 7% | -9% | -5% | 6% | -7% | /
CCN(CC)c1nn2c(=O)c(C(=O)NCCc3ccccc3C)cnc2s1 | -7% | 0% | -5% | / | ? | / | / | /
O=C(CCCOc1ccc(Cl)cc1Cl)N/N=C/c1ccc(Cl)cc1 | ? | 5% | -3% | 10% | -3% | -4% | 9% | 4%
CC1CCC(C(=O)NC(C(=O)N2CCN(c3ccccn3)CC2)C(C)C)CC1 (centres undefined) | 1% | -1% | 5% | 0% | -8% | -14% | -6% | 9%
O=C(c1ccc(C(F)(F)F)cc1)C1CCCN(Cc2cccn2-c2ncccn2)C1 (centres undefined) | -2% | -1% | 1% | 4% | -2% | -1% | 5% | -16%

Going on with the list.
SMILES | Tau FP inhib | Tau fibril ThT | TRb SRC2 PPI | JMJD2E inh | TexasRed fluor | RECQ1 helicase | GoLoco inh red | L3MBTL1 block
COc1ccc(NC(=O)c2cc3c(=O)n(Cc4cccnc4)ccc3nc2C)cc1Cl | -2% | ? | 8% | / | 5% | / | / | /
Cc1ccccc1Cn1c(C)c(CNCCCc2ccccc2)c(C(=O)O)c1C | 4% | -1% | -5% | / | -2% | / | / | /
O=C(NCc1ccncc1)c1ccc(Cl)c(S(=O)(=O)N2CCOCC2)c1 | -2% | -2% | -8% | -11% | 2% | 3% | 7% | 8%
COc1ccc(NC(=O)CC2C(=O)N(c3cccc(OC)c3)C(=O)N2Cc2ccco2)cc1 (centres undefined) | 2% | -13% | 0% | 4% | -1% | 10% | 50%[activator] | /
COc1ccc2cc(C(N)=O)/c(=N/NC(=O)c3ccco3)oc2c1 | 3% | -10% | -13% | ? | -6% | ? | 7% | 5%
CNC(=O)Cn1nc(-c2ccc(C)c(S(=O)(=O)N(C)C)c2)c2ccccc2c1=O | -2% | 5% | -7% | 7% | -3% | 0% | 3% | -16%
Cc1ccc(CNC(=O)C(C(=O)NCc2ccc(C)o2)c2ncc(C(F)(F)F)cc2Cl)o1 | -6% | -4% | 10% | -2% | 0% | -3% | -2% | -2%
COc1cc(OC)c(/C=N/NC(=O)c2ccc([N+](=O)[O-])cc2)cc1Br | 2% | ? | 4% | 12% | 2% | i | 6% | 3%
O=C(COC(=O)CC(NC(=O)c1ccccc1Cl)c1ccccc1)Nc1cccc(F)c1 (centres undefined) | -12% | -6% | -1% | 8% | 2% | ? | 1% | 1%
CC(C)=CCCC1(C)C=Cc2c(O)c3c(c(CC=C(C)C)c2O1)OC12C(=CCCC1C(C)(C)O[C@@]2(C/C=C(\C)C(=O)O)C(=O)O)C3=O (some centres undefined) | -12% | -21% | 4% | -10% | -3% | i | 0% | /
Fc1ccccc1Cn1c(-c2ccccc2)nc2ccccc21 | -1% | -18% | 4% | / | -1% | / | / | /
COc1ccc(NC(=O)CCN2CCN(CCO)CC2)c(OC)c1 | 2% | 0% | -3% | / | -3% | / | / | /
COc1ccc(NC(=O)c2c(N)no[n+]2[O-])cc1 | -6% | -13% | -3% | 5% | -4% | -5% | 1% | 6%
COc1ccccc1OCCn1cc(/C=N/n2cnnc2)c2ccccc21 | 2% | 4% | -2% | -9% | 1% | -2% | 5% | -4%
Cn1c(=O)oc2cc(S(=O)(=O)N3CCC(C(=O)N4CCN(c5ccccc5F)CC4)CC3)ccc21 | 7% | -4% | -5% | / | -2% | / | / | /
CCOC(=O)c1nnn(-c2nonc2NC(C)=O)c1C | 0% | 6% | 7% | 4% | 0% | -12% | -2% | 12%
O=C(CSc1cccc2cccnc12)OCC(=O)c1ccc(Br)cc1 | ? | ? | -1% | ? | -2% | -22% | 11% | 0%
COc1ccc(-c2c(C)cc3oc(=O)cc(-c4ccccc4)c3c2C)cc1 | -5%[81.3 µM] | -18%[81.4 µM] | -3% | / | -3% | i | -5%[88.7 µM] | -1%
Cc1cnc(=O)[nH]c1SCC(=O)Nc1nc2ccccc2s1 | ? | -8% | -8% | / | -1% | / | / | /
COc1cc2oc(=O)cc(-c3ccc(-c4ccc(F)c(Cl)c4)cc3)c2c(OC)c1OC | -7%[81.3 µM] | -18%[81.4 µM] | -2% | / | -3% | -4%[81.1 µM] | -8% | -1%
CCN1C(=O)CC(N2CCC(C(=O)N3CCOCC3)CC2)C1=O (centres undefined) | -8% | 3% | 1% | 2% | -1% | -6% | 2% | /
COC(=O)c1ccc(NC(=O)Nc2ccc(F)c(Cl)c2)cc1 | 16µM* | ? | 1% | -2% | -1% | -19% | 0% | /
CCCSC1=C(C#N)C(c2cccnc2)C(C(=O)OCC)=C(c2ccccc2)N1 (centres undefined) | 2% | -17% | 3% | -5% | -9% | -1% | -1% | 0%
O=C(CSc1nc2ccccc2nc1Cc1ccccc1)N1CCc2ccccc21 | -11% | -9% | -2% | / | -2% | / | / | /

Looked up above:
O=C(CSc1nc2ccccc2nc1Cc1ccccc1)N1CCc2ccccc21 | Tau FP inhib = -11%
O=C(CSc1cccc2cccnc12)OCC(=O)c1ccc(Br)cc1 | L3MBTL1 block = 0%

Additional entries:
SMILES | Tau FP inhib | Tau fibril ThT | TRb SRC2 PPI | JMJD2E inh | TexasRed fluor | RECQ1 helicase | GoLoco inh red | L3MBTL1 block
CC(C)N(Cc1nc(-c2ccc(Cl)cc2)no1)C(=O)/C=C/c1ccccc1 | -6% | -13% | 2% | 0% | 1% | -7% | 3% | 15%
CCC(=O)Nc1cc(C(=O)O)ccc1Sc1ccc(Cl)cc1 | 7% | -4% | -8% | -6% | -1% | 0% | -8% | /
Cc1ccc2cc3cc(C(=O)N(CC(=O)NC4CCCC4)c4cccc(C)c4C)sc3nc2c1 | 3% | -3% | 11% | 5% | 2% | -1% | -3% | -5%
COc1ccc2c(c1)[nH]c1c(=O)n(CCC3=CCCCC3)cnc12 | -5% | ? | -17% | -6% | -2% | -2% | 11% | /
COc1cccc(C(=O)Nc2c3c(nc4c2CCC4)CCCC3)c1 | 0% | 13% | 8% | 4% | -1% | -1% | 0% | 3%
O=C(/C=C/c1ccccc1Cl)c1ccc(O)cc1 | -4% | ? | 2% | 7% | -3% | -14% | 1% | -8%
CCCCN(CC)CCCNC(=O)c1csc2c1CCCCC2 | -1% | -4% | -2% | -1% | -1% | -2% | -5% | /
COc1cccc(NC(=S)NCc2cccnc2)c1 | -1% | 6% | -10% | 5% | 1% | -1% | 6% | 1%
CS(=O)(=O)N(CC(=O)Nc1ccccc1C(=O)NCc1ccco1)c1ccc2c(c1)OCCO2 | 3% | 0% | 0% | -5% | -3% | 0% | 0% | /
COc1ccccc1N1CCN(C(=O)CSc2nc3ccccc3o2)CC1 | 3% | ? | 8% | -2% | 0% | -7% | 5% | /
COc1ccc(N(CC(=O)Nc2ccc(C)c(C)c2)S(=O)(=O)c2c(C)n[nH]c2C)cc1 | 1% | -11% | 0% | -8% | -3% | 0% | -4% | -6%
O=C(COC(=O)c1cc(-c2ccccc2Cl)nc2ccccc12)Nc1ncc(C(F)(F)F)cc1Cl | -4% | -3% | 2% | ? | 0% | -30% | 8% | ?
CCC(=O)C1=C(N2CCCC2)CC(C)(C)CC1=O | 6% | -6% | -9% | -3% | 0% | i | 8% | /
Cc1ccccc1CNC(=O)c1cnc2sc(N3CCOCC3)nn2c1=O | 4% | 6% | 4% | / | -2% | / | / | /
Cc1ccc(-n2ncc3c(=O)[nH]cnc32)c(C)c1 | 2% | -12% | -8% | -2% | 3% | -11% | 3% | 1%
